Bcl-xL primary – Bcl-xL (human) inhibition | GST-Bcl-xL / FITC-Bim BH3 peptide fluorescence polarization | AID 2129 | Q07817 | inhibition, % at 10.9 µM | 320,000 tested, 0.7% active;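 active = inhibition above the mean of all tested compounds plus 3 SD, cutoff set per campaign, cut at about 30% in these data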;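 also: 0% = DMSO wells and 100% = unlabeled Bim-BH3 peptide competitor; inhibitors lower millipolarization by displacing the labeled peptide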
Target sequence (Q07817 whole entry, looked up): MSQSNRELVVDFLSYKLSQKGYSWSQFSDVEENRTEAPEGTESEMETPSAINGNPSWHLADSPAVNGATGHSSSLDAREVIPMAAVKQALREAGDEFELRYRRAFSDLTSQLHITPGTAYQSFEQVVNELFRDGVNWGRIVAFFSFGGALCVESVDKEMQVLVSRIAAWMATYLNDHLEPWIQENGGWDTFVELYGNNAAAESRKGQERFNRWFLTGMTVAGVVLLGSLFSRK
PAD4 inh – PAD4 (human) enzyme inhibition. inhibition, % at 6.36 µM. 330,000 tested, 0.41% active. recombinant PAD4, RCA probe fluorescence polarization;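 active = percent inhibition above a cutoff equal to the mean of all tested compounds plus 3 SD, cut at about 15% in these data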;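 also: 0% = PAD4 with RCA probe and DMSO and 100% = probe without PAD4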
GLD-1 TGE inh – GLD-1-TGE RNA interaction inhibition (C. elegans); purified GLD-1 + fluorescein TGE RNA, fluorescence polarization; Q17339; 320,000 tested, 0.44% active; inhibition, % at 5.96 µM;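 active = percent inhibition above a per-plate cutoff, the plate mean of test compounds plus 3 SD, cut at about 30% in these data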;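 also: 0% = DMSO wells with GLD-1 and probe and 100% = wells lacking GLD-1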
MEX-5 binding – C. elegans MEX-5 TCR-2 RNA binding activity; Q9XUB2; MEX-5/FITC-TCR2 RNA binding, fluorescence polarization; stronger effect = lower value; activity score (negative = inhibition of binding), % at 10 µM; 300,000 tested, 0.38% active; AID 1832;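 active = inhibition past about -25% in most replicates, and total fluorescence under double the plate's negative control median, limit read from the data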;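 also: 0% = DMSO and -100% = 5 µM competing unlabeled TCR2 RNA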
Fam108B inh – counter-screen for RBBP9 inhibitors: inhibitors of mouse Fam108B. AID 1947. recombinant Fam108B, FP-Rh probe fluorescence polarization. 300,000 tested, 0.33% active. inhibition, % at 9.51 µM;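 active = inhibition above the screen mean inhibition plus 3 SD, computed separately per campaign, cut at about 18% in these data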;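 also: inhibitors lower polarization as less probe binds the enzyme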
MCL1-BIM inh – disrupts human MCL1 binding to BIM-BH3 peptide; AID 2057; 320,000 tested, 0.68% active; inhibition, % at 10.9 µM; Q07820; GST-MCL1 / FITC-Bim-BH3 fluorescence polarization;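 active = inhibition above the mean inhibition of all tested compounds plus 3 SD, set per campaign, cut at about 40% in these data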;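 also: 0% = DMSO wells and 100% = unlabeled Bim-BH3 peptide control; higher means more loss of mP so more displacement of Bim peptide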
Target sequence (Q07820 whole entry, looked up): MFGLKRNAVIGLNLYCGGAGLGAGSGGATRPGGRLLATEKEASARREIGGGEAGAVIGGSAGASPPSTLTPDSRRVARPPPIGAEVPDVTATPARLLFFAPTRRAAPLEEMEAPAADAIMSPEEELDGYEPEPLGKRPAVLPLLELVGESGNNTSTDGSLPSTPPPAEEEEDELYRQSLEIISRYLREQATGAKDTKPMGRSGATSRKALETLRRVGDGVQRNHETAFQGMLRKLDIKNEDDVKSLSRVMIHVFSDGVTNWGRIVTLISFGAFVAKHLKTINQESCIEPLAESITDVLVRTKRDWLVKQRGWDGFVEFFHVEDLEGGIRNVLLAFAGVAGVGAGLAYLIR
GSTO1 inh – GSTO1 inhibition, counter-screen for RBBP9 inhibitors; P78417; recombinant GSTO1, activity-based probe fluorescence polarization; inhibition, % at 5.96 µM; 300,000 tested, 1.1% active;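 active = inhibition above the campaign mean inhibition plus 3 SD, cut at about 35% in these data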;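 also: 0% = GSTO1-1 with DMSO and 100% = wells lacking GSTO1-1 enzyme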
TPT1 inhibitor – C. albicans TPT1 enzyme inhibition; 300,000 tested, 0.81% active; recombinant caTPT1, FP RNA substrate dephosphorylation; inhibition, % at 5 µM; AID 1962;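 active = inhibition above the mean of all tested compounds plus 3 SD, set per screening campaign, cut at about 24% in these data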;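 also: plate controls were DMSO alone for no effect and ferristatin control at 100 nM for full effect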
PME-1 primary – PME-1 (human) inhibition | Q9Y570 | recombinant PME-1, FP-Rh probe fluorescence polarization | inhibition, % at 5.9 µM | 320,000 tested, 0.53% active | AID 2130;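 active = inhibition above the campaign mean of all compounds plus 3 SD, cut at about 26% in these data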;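 also: competitive labeling of PME-1 active site by serine hydrolase directed probe; 0% = PME-1 with DMSO and 100% = wells lacking PME-1 enzyme; inhibitors block probe labeling so polarization falls and inhibition rises; many of its hits are not listed in these tables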
Target sequence (Q9Y570 whole entry, looked up): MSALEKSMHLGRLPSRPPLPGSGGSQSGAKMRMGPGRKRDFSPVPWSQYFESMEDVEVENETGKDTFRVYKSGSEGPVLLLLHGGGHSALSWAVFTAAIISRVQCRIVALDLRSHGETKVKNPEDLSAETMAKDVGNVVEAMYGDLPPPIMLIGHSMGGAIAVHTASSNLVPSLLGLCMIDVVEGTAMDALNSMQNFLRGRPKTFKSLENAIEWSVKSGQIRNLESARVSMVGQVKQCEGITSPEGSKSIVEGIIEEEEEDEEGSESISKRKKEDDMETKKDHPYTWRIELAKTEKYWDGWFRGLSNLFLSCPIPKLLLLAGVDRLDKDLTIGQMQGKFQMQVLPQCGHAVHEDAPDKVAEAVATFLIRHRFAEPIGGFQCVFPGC
An asterisk follows results filed as active; · = no result given. Some of the compounds tested; count on the stated rates, not on these rows.

structure	Bcl-xL primary	PAD4 inh	GLD-1 TGE inh	MEX-5 binding	Fam108B inh	MCL1-BIM inh	GSTO1 inh	TPT1 inhibitor	PME-1 primary
COc1cccc(/C=N/NC(=O)CSc2cccc3cccnc23)c1	4	-3	4	-2.6	3	8	15	3	4
CC(C)CCn1c(=O)c2ccccc2n2c(CCC(=O)NC3CCN(Cc4ccccc4)CC3)nnc12	-3	4	1	2.2	1	1	5	0	-6
Cn1nc(C(F)(F)F)c(C#N)c1N1CCN(c2ccccn2)CC1	2	-4	-1	0.8	-4	-5	-7	-2	-3
COc1ccc(CC2(CO)CCN(Cc3cccnc3)CC2)cc1	6	-4	3	0.6	-1	8	-1	-5	-4
CNC(=S)N1CCN(c2c(F)cc3c(=O)c(C(=O)O)cn(C4CC4)c3c2OC)CC1C (stereo not drawn)	7	-1	12	-2.6	0	8	5	3	2
CC(NC(=O)COC(=O)/C(=C/c1cccs1)c1cccs1)c1ccccc1 (stereo not drawn)	-2	-2	-1	2.8	-1	3	-4	-4	-2
O=C(NNC(=O)c1cccs1)c1ccc(F)cc1	0	-4	-7	-0.4	-4	3	0	-1	-1
CCCCCCNc1c(C(=O)OCC)c(=O)[nH]c2ccccc12	-4	-9	-2	-1.2	-3	-19	-9	-5	0
COc1ccccc1OCc1nc(C#N)c(NCCCn2ccnc2)o1	6	0	5	0.5	3	5	20	0	1
Cc1cc(Cl)ccc1OCC(=O)Nc1cccnc1	0	3	3	0.5	-1	-1	5	-2	-9
CCC(CC)c1nnc(NC(=O)CCc2ccccc2)s1	7	0	5	-1.4	4	21	7	0	-3
CCCCNC(=O)CSc1nc(N)c(C(=O)Nc2ccc(OC)cc2)s1	6	0	-2	-1.2	3	-1	5	1	0

Following part:
structure	Bcl-xL primary	PAD4 inh	GLD-1 TGE inh	MEX-5 binding	Fam108B inh	MCL1-BIM inh	GSTO1 inh	TPT1 inhibitor	PME-1 primary
CC(=O)N1CCN(C(=O)c2cc(S(=O)(=O)N3CCCCC3)ccc2Cl)CC1	4	6	2	0.1	-1	-5	6	0	-7
O=C(Cc1c[nH]c2ccccc12)N[C@@H](Cc1c[nH]c2ccccc12)C(=O)O	7	-1	1	0.9	-4	-1	2	0	-3
CCOc1ccc(Nc2nc(Nc3ccc(O)cc3)nc(C)c2[N+](=O)[O-])cc1	2	-1	-1	0.5	-3	-2	10	2	3
CCCCCC(=O)Nc1cccc(C2=NOC3(C2)C[C@@H](C(N)=O)N(C(=O)Cc2ccc([N+](=O)[O-])cc2)C3)c1 (stereo partly drawn)	3	13	10	1.9	-3	4	-3	-3	-3
COc1ccc(C(=O)NCc2nnc(SCC(=O)Nc3cccc(F)c3)o2)cc1	4	-2	1	-0.8	-3	-5	-4	-5	-4
CN(C)CCCCCN(C)Cc1cc2ccccc2o1	1	-3	6	0.2	0	-1	-2	2	-2
CCc1cccc(CC)c1NC(=O)C1CSC2(C)CCC(=O)N12 (stereo not drawn)	10	-1	-4	0.9	0	5	22	1	1
Cc1ccc(SCC(=O)NCc2ccco2)cc1	2	4	4	1.4	2	3	15	3	-8
Cc1ccc(S(=O)(=O)N2CCN(c3nc4ccccc4nc3-n3nc(C)cc3C)CC2)cc1	9	1	0	-0.3	8	0	1	-6	-1
CCOC(=O)c1ccc2cccc(C)n2c1=O	0	0	1	·	5	-6	-4	0	-4
COC(=O)c1ccccc1NC(=O)CSc1nnnn1C	3	2	0	0.4	3	1	4	4	10
Cc1ccccc1C(=O)OC(C)CN1CCN(C)CC1 (stereo not drawn)	1	-1	-9	-0.9	0	-6	10	2	4

Other compounds follow:
structure	Bcl-xL primary	PAD4 inh	GLD-1 TGE inh	MEX-5 binding	Fam108B inh	MCL1-BIM inh	GSTO1 inh	TPT1 inhibitor	PME-1 primary
Cc1cc(C(=O)CS(=O)(=O)c2ccc(Cl)cc2)cc(C)c1O	0	2	7	-0.8	7	6	18	-8	-6
O=C(NCc1nnc(SCC(=O)N2CCN(c3ccccc3)CC2)o1)c1ccco1	8	-3	-9	2.4	2	-4	-6	-1	-5
COc1cc(CNCCSc2nnnn2C)cc(Br)c1OCc1ccc(F)cc1	5	3	-1	0.6	0	9	-2	2	2
N#C/C(=C\c1ccc(O)c(O)c1)S(=O)(=O)c1ccccc1	2	2	6	-17	5	7	23	10	7
Clc1ccc2oc3c(Cl)ncnc3c2c1	3	-3	0	2.7	-5	2	4	1	-1
CCN(CC)c1nc2c(c(=O)[nH]c(=O)n2C)n1CCOc1ccccc1	-3	-5	-10	-1.9	5	2	-2	3	2
O=C1CN(C(=O)c2ccc(Br)o2)C(c2ccccc2)c2cc(Cl)ccc2N1 (stereo not drawn)	1	4	3	1.3	-3	-4	-1	-1	2
N#CCCN(C(=O)COC(=O)C12CC3CC(CC(O)(C3)C1)C2)c1ccc(F)cc1	-15	-11	11	·	·	-18	·	·	-2
Nc1nc(C2CC(=O)OC23CCCCC3)cs1 (stereo not drawn)	9	10	-5	-1.6	8	11	1	2	-2
C[C@]12CCC[C@H](O1)c1c(cc3c(c1O)C(=O)c1c(O)cc(O)cc1C3=O)O2	-9	-7	-3	-2.8	10	-37	18	80*	11
FC(F)(F)c1ccc(-n2cnc3ccccc32)nc1	7	0	3	0.9	3	0	2	-2	0
O=C(Nc1ccc(Cc2ccc(NC(=O)N3CCOCC3)cc2)cc1)N1CCOCC1	3	1	4	-1.3	6	6	1	-2	-2

Some of the entries so far, with two lines to a compound.
Fields: Bcl-xL primary	PAD4 inh	GLD-1 TGE inh	MEX-5 binding	Fam108B inh	MCL1-BIM inh	GSTO1 inh	TPT1 inhibitor	PME-1 primary
N#C/C(=C\c1ccc(O)c(O)c1)S(=O)(=O)c1ccccc1
  2	2	6	-17	5	7	23	10	7
Clc1ccc2oc3c(Cl)ncnc3c2c1
  3	-3	0	2.7	-5	2	4	1	-1
CCN(CC)c1nc2c(c(=O)[nH]c(=O)n2C)n1CCOc1ccccc1
  -3	-5	-10	-1.9	5	2	-2	3	2
O=C1CN(C(=O)c2ccc(Br)o2)C(c2ccccc2)c2cc(Cl)ccc2N1 (stereo not drawn)
  1	4	3	1.3	-3	-4	-1	-1	2
N#CCCN(C(=O)COC(=O)C12CC3CC(CC(O)(C3)C1)C2)c1ccc(F)cc1
  -15	-11	11	·	·	-18	·	·	-2
Nc1nc(C2CC(=O)OC23CCCCC3)cs1 (stereo not drawn)
  9	10	-5	-1.6	8	11	1	2	-2

The results go on:
structure	Bcl-xL primary	PAD4 inh	GLD-1 TGE inh	MEX-5 binding	Fam108B inh	MCL1-BIM inh	GSTO1 inh	TPT1 inhibitor	PME-1 primary
C=CCn1c(CSc2ccc(C)cc2)n[nH]c1=S	-10	0	-5	2.2	-2	-8	7	0	-4
CCOC(=O)Cn1c(=NC(=O)C2CC2)sc2c(C)cc(C)cc21	0	0	0	-0.6	-1	0	0	2	4
Cc1cccc(C)c1-n1c(C)cc(/C=N\Nc2ccc([N+](=O)[O-])cn2)c1C	-48	1	-31	-1.2	3	-73	-9	75*	9
CN(C)CCNC(=O)c1ccc(COCC(F)(F)F)cc1	-2	2	1	1.5	2	0	2	2	0
CCOC(=O)C(Cc1ccc(NC(=O)/C(=C/c2ccccc2)NC(=O)c2ccccc2)cc1)N1C(=O)c2ccccc2C1=O (stereo not drawn)	6	-2	0	-0.4	-22	1	-4	-1	-25
COc1ccc(-c2cc(C(=O)O)no2)cc1	4	-14	1	2.3	3	3	3	0	-1
CCCNC(=O)CN(C)C(=O)c1n[nH]c2ccccc12	-1	2	5	0.8	1	-2	2	1	-5
CC(C)Cn1cc(C(=O)NCCCN2CCC(C)CC2)c2c3ccccc3n(C)c2c1=O	4	-2	1	-0.2	0	3	7	0	-7
COc1ccccc1CC(=O)Nc1ccc(F)cc1F	-4	1	4	-4.4	-2	0	10	-4	-7
COC(=O)c1cc(NC(=O)Cn2c(=O)cnc3ccccc32)cc(C(=O)OC)c1	3	-4	-3	-0.5	-1	1	3	0	-4
Cc1ccc(NC(=O)c2cccnc2C(=O)O)nc1	0	4	7	-2.7	-2	-3	1	0	0
COCC(=O)Nc1cc(OC)ccc1OC	3	-1	4	-2.3	-2	-5	-3	-2	-4

(list continues)
structure	Bcl-xL primary	PAD4 inh	GLD-1 TGE inh	MEX-5 binding	Fam108B inh	MCL1-BIM inh	GSTO1 inh	TPT1 inhibitor	PME-1 primary
Cc1c(NC(=S)/C=C2\N(C)c3ccccc3C2(C)C)c(=O)n(-c2ccccc2)n1C	12	-30	-1	3.3	-11	20	-4	0	-4
CCCCN1C(N)=NC[C@@H]1Cc1ccc(O)cc1	2	0	-2	-4.7	1	-2	7	-1	-1
O=C(Nc1ccc2c(c1)C(=O)NC2=O)c1ccc(Cl)s1	0	-1	6	1.7	-51	-1	-36	-1	-8
CN(Cc1ccccc1)c1nc2c(c(=O)[nH]c(=O)n2C)n1CCCc1ccccc1	11	-4	-2	-0.2	1	3	7	-1	9
O=C(NC1CCCCC1)c1cc2ccccc2cc1O	4	-8	1	-2.6	3	-4	-19	3	-9
CC(C)NS(=O)(=O)c1ccc(NC(=O)NC2CCCCC2)cc1	5	-1	-2	-1.0	0	5	-5	-5	6
O=C(c1cccnc1)N1CCN(c2ccc(Cl)cc2)CC1	-1	0	-10	-0.4	-2	-10	3	-5	5
Cc1ccc(S(=O)(=O)/N=C(/Nc2ccc3[nH]c(=O)[nH]c3c2)c2ccccc2)cc1	4	6	10	-1.7	2	4	0	-1	-3
CCn1c(SCC(=O)N2CCOCC2)nc2ccccc21	8	-10	-5	-1.1	6	-3	-6	-4	5
O=C(CSCc1ccccc1)NCCCN1CCOCC1	4	0	2	0.4	2	4	5	-1	5
COc1cc(OC)cc(C(=O)NCCOC23CC4CC(CC(C4)C2)C3)c1	6	2	-2	-1.1	1	5	2	-1	3
CC(C)CNS(=O)(=O)c1ccccc1C(=O)N1CCCCC1	6	1	-1	0.3	0	7	0	0	1

Other entries:
structure	Bcl-xL primary	PAD4 inh	GLD-1 TGE inh	MEX-5 binding	Fam108B inh	MCL1-BIM inh	GSTO1 inh	TPT1 inhibitor	PME-1 primary
O=C(c1cc2nc(-c3ccc(F)cc3)cc(C(F)(F)F)n2n1)N1CCCCC1c1cccnc1 (stereo not drawn)	-3	-9	3	-0.6	-5	-8	2	3	5
CCOC(=O)C1CCN(C(=O)c2cc3cc4ccc(C)cc4nc3o2)CC1	3	0	4	-1.0	-1	6	-1	-1	6
CC(=O)N1CCOc2ccc(S(=O)(=O)N3C(C)CCCC3C)cc21 (stereo not drawn)	3	-2	6	-0.4	3	5	-1	-3	6
CC(C)N(C(=O)CSc1nnc(Cc2ccc3c(c2)OCO3)n1C)C(C)C	8	-7	5	0.1	2	1	14	-9	-4

Just Fam108B inh, for some of the entries so far:
compound | Fam108B inh
COc1cccc(/C=N/NC(=O)CSc2cccc3cccnc23)c1 | 3
CC(C)CCn1c(=O)c2ccccc2n2c(CCC(=O)NC3CCN(Cc4ccccc4)CC3)nnc12 | 1
Cn1nc(C(F)(F)F)c(C#N)c1N1CCN(c2ccccn2)CC1 | -4

Screening data as filed in PubChem.
